# LMPTP block: LMPTP phosphatase inhibitors, primary screen, biochemical, fluorescence intensity, uHTS; Low molecular weight phosphotyrosine protein phosphatase (Homo sapiens), P24666; recombinant LMPTP-A, OMFP fluorogenic substrate; inhibition, % at 20 µM; 360,000 tested, 0.22% active; AID 651560, 2012;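 active = compounds that cut the enzyme signal by at least half of the control window in the single-dose screen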;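 note: plate controls were DMSO wells with enzyme plus substrate for no effect and substrate without enzyme for full effect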
#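 Test system – LMPTP-A phosphatase enzyme · Quantity – 0.625 nM LMPTP-A final · Reagent – OMFP substrate, 400 µM final · Dosing – one test concentration per compound, 20 µM, with 3% DMSO overall · Timing – 50 min enzyme reaction at room temperature, protected from light · Detection – fluorescence intensity · Controls – substrate-only low control, DMSO enzyme-plus-substrate high control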
# Scp1 inh: Scp-1 phosphatase inhibitors, primary screen, biochemical, colorimetric, uHTS; Carboxy-terminal domain RNA polymerase II polypeptide A small phosphatase 1 (Homo …; Recombinant Scp1, phosphopeptide, malachite green phosphate absorbance; inhibition, % at 20 µM; 340,000 tested, 0.88% active; AID 493091, 2011;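 active = inhibition above about 50% at 20 µM, limit read from the data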;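 note: plate controls were DMSO wells with enzyme for no effect and wells lacking enzyme for full effect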
#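 Test system: SCP-1 catalytic domain; Buffer or medium: Acidic Tris acetate buffer with magnesium and detergent; Also added: Phosphorylated 17-residue peptide substrate; Compound: single 20 µM dose, 1% DMSO; Schedule: enzyme reaction 45 min at room temperature, colour 5 min, stabilisation 30 min; Signal: Phosphate-binding colour reagent, absorbance read at 630 nm.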
# bovine MsrA act: bovine MsrA enzyme activators, primary screen, biochemical, absorbance, HTS; Methionine sulfoxide reductase A (Bos taurus); activation, % at 10.6 µM; 360,000 tested, 0.3% active; AID 602163, 2012; purified bovine MsrA, absorbance read-out; in the data active = activation above about 7.5%;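 note: 0% = vehicle and 100% = reference activator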
# SUMO1 PPI mod: modulators of SUMO1 protein-protein interactions, primary screen, biochemical, uHTS; AID 602429, 2012; inhibition, % at 20 µM; 360,000 tested, 0.33% active; Small ubiquitin-related modifier 1 (Homo sapiens), P63165; SUMO1 binding to a labelled peptide, TR-FRET, 1 h; in the data active = inhibition above about 37%
# E coli Lon inh: inhibitors of E. coli Lon protease, primary screen, biochemical, fluorescence polarization. inhibition, % at 7.94 µM. purified E. coli Lon protease. P0A9M0. 360,000 tested, 0.42% active. AID 602123, 2011; in the data active = inhibition above about 13%, passing the limit was not always enough;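 note: 0% = enzyme with probe and DMSO and 100% = no enzyme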
# STEP block: STEP phosphatase inhibitors, primary screen, biochemical, fluorescence intensity, uHTS | recombinant STEP, OMFP fluorogenic substrate | AID 588621, 2011 | Tyrosine-protein phosphatase non-receptor type 5 (Homo sapiens), P54829 | inhibition, % at 20 µM | 360,000 tested, 0.25% active;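 active = inhibition at 20 µM, scaled per plate between control wells, above about 37%, limit read from the data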;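 note: 0% = DMSO with enzyme and substrate and 100% = substrate only without enzyme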
#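 Assay system: isolated STEP enzyme. Buffer or medium: pH 6.0 Bis-Tris with DTT and Tween 20. Also added: fluorogenic phosphatase substrate OMFP at 25 µM final. Dosing: 20 µM, 1% DMSO. Timing: 20 min reaction, room temperature, in the dark. Measured by: fluorescence intensity, excitation 480 nm, emission 540 nm. Evaluation: normalized % inhibition.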
# TbMetRS inhib: T. brucei MetRS inhibitors, primary screen, biochemical, luminescence | inhibition, % at 11.9 µM | methionyl-tRNA synthetase (Trypanosoma brucei brucei) | purified T. brucei MetRS, ATP depletion, Kinase-Glo luminescence | 360,000 tested, 0.4% active | AID 624268, 2012;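 active = inhibition above a per-plate cutoff of the control wells' mean inhibition plus 3 SD, cut at about 5.5% in these data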;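 note: 0% = DMSO wells median and 100% = median of wells with control inhibitor compound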
#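 Measured by: Kinase-Glo luciferase luminescence reporting remaining unconsumed ATP. Material: purified T. brucei MetRS enzyme. Doses: 11.9 µM compound single dose, 0.9% DMSO. Medium: HEPES buffer containing pyrophosphatase, BSA, spermine, DTT. Times: 15 min preincubation, 2 h reaction, all 25 °C. Reagent: methionine, ATP and bulk E. coli tRNA.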
# DNMT1 block: human DNMT1 methyltransferase inhibitors, primary screen, biochemical, molecular beacon, fluorescence, HinP1I cleavage, uHTS; 360,000 tested, 0.83% active; inhibition (reported as % activation of signal), % at 10 µM; in the data active = inhibition above about 50%
# Target sequence (P26358 504-1616 limits assumed): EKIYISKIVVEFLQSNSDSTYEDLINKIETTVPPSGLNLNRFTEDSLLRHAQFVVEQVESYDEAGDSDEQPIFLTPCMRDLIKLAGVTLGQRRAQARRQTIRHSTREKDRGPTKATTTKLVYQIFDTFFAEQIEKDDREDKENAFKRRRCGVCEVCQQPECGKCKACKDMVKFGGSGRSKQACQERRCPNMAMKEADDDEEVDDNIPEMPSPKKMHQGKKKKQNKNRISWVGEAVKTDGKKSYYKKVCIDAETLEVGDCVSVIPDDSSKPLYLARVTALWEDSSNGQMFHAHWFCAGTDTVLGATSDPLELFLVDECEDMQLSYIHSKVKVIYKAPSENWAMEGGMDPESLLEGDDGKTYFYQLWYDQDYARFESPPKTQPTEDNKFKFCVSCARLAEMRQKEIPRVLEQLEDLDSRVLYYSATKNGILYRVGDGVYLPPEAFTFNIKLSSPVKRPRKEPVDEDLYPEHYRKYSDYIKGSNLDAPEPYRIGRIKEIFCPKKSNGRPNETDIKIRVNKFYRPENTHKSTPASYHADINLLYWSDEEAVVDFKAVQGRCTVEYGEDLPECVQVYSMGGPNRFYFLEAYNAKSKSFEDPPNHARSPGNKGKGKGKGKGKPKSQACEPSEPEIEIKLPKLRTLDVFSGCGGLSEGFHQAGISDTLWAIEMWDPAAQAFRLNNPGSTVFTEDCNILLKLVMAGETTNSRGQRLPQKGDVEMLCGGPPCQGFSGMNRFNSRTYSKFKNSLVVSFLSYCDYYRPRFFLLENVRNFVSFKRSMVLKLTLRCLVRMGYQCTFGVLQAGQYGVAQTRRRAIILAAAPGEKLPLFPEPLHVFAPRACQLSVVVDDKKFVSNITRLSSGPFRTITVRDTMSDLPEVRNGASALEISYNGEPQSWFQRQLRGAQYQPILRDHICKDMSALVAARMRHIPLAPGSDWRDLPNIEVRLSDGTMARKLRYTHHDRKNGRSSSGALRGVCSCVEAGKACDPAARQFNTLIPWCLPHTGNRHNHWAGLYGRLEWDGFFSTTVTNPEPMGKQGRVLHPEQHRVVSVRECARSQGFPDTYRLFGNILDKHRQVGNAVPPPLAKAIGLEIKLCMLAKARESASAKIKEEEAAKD
# CendR NRP1 mod: modulators of CendR peptide binding to NRP-1, primary screen, biochemical, fluorescence polarization, uHTS; FAM-RPARPAR peptide binding to NRP-1; 360,000 tested, 0.85% active; inhibition, % at 25 µM;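 active = inhibition or corrected inhibition above about 18%, plus a signal ratio from 0.5 to 1.5, limit read from the data, passing the limit was not always enough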; note: strong numbers were not always called active
# MsrA inhibitor: bovine MsrA enzyme inhibitors, primary screen, biochemical, absorbance, HTS | Methionine sulfoxide reductase A (Bos taurus) | purified bovine MsrA, absorbance read-out | inhibition, % at 15.5 µM | 360,000 tested, 0.75% active; in the data active = inhibition above about 4.5%;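 note: 0% = vehicle wells with enzyme and 100% = reference inhibitor wells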
# * = called active by the depositor; . = not tested or not shown; & = joins results of further samples.
# Order of results – LMPTP block, Scp1 inh, bovine MsrA act, SUMO1 PPI mod, E coli Lon inh, STEP block, TbMetRS inhib, DNMT1 block, CendR NRP1 mod, MsrA inhibitor
- CCOC(=O)c1c(C)n(O)c2ccc(Cl)cc2c1=O
→ -1.7, 3, -14, -2, -10, 0, 0.1, -2, -2, 3.9
- O=C(CN1C(=O)NC2(CCCCC2)C1=O)N1CCOCC1
→ 0.1, 5, -7, 3, 2, 0, 0.1, 0, -4, -0.7
- C=CCN1C(=O)CC(C(=O)NC)SC1=Nc1ccc(C(=O)OCC)cc1 (centres undefined)
→ -0.5, -2, 1, 4, -5, -4, -0.2, 3, 0, -0.7
- COc1ccc(Br)cc1S(=O)(=O)n1nc(C)cc1C
→ -1.1, -7, 1, 4, 1, -4, -0.5, 1, -3, -1.7
- COc1ccc(S(=O)(=O)N(C)Cc2cccs2)cc1Br
→ 0.8, -8, -6, 0, 5, -3, -0.5, -1, -1, -0.2
- O=C1CCCc2c1cc(C(=O)NCc1ccco1)c(=O)n2-c1ccccc1
→ -0.1, -1, -4, 0, -9, 2, -0.8, 0, 15, 1.6
- Cc1ccc(S(=O)(=O)Oc2ccccc2/C=N/NC(=O)c2nn(C)cc2[N+](=O)[O-])cc1
→ -0.8, -14, -2, -19, -2, 2, 1.1, 1, 0, 0.8
- COc1ccc(CC(=O)Nc2nc(-c3ccc(F)c(F)c3)cs2)cc1
→ 3.4, -11, -2, 0, -13, 0, 0.0, -5, 0, 0.6
- O=C1NN(c2ccccc2)C(=O)/C1=C\c1coc2ccc(O)cc2c1=O
→ 3.9, 13, -12, 2, 16, 1, -0.7, 3, -26, 2.7
- CNC(=O)C1CC(=O)N(c2ccc(OCC(=O)NCc3ccccc3)cc2)C1 (centres undefined)
→ -0.6, -4, -2, -4, -5, 0, 0.2, -1, -4, 0.2
- Cc1cccc(-c2c3c(=O)n(C)c(=O)n(C)c3cn2CC2CCCO2)c1 (centres undefined)
→ -3.8, -7, 1, -2, -2, -4, 0.6, 1, 14, 0.8
- O=C(O)CNS(=O)(=O)c1ccc2[nH]c(=O)c(=O)[nH]c2c1
→ -1.9, -7, -2, -2, 4, -1, 0.6, 6, -2, 1.6
- Oc1ccc(N2CCN(c3nnnn3-c3ccccc3)CC2)cc1
→ 1.0, -1, -6, 1, -8, -3, -0.8, -5, 6, 1.9
- Cc1cc(C(=O)Nc2ccc(Cl)cc2)on1
→ 0.6, 13, -2, 5, -3, 3, -0.2, -2, -1, 0.1
- Cc1onc(-c2c(F)cccc2Cl)c1C(=O)Nc1sc2c(c1C#N)CCC(C(C)(C)C)C2 (centres undefined)
→ 0.6, 2, -13, -1, -10, 4, -0.8, -3, -9, 0.0
- O=C1CC(c2cc(Br)ccc2F)c2cc3c(cc2N1)CCC3 (centres undefined)
→ -0.9, -4, -4, -3, -2, 2, -0.1, 16, -1, .
- Cc1c(C(=O)Nc2ccccc2)c2ccc(C(F)(F)F)cc2n1O
→ 0.1, -11, 0, 8, -7, -1, 2.1, 1, 9, 0.1
- CCOC(=O)C1(C)NC(c2ccc(N(C)C)cc2)C2C(=O)N(c3ccc(OC)cc3)C(=O)C21 (centres undefined)
→ 0.5, -2, 0, -3, 4, 3, -0.3, 0, 9, -0.4
- O=C(CNC(=O)c1ccccc1F)NCCCN1CCCC1=O
→ 0.6, -6, -1, 2, -4, 0, -0.3, 0, -8, 0.3
- CCOc1cc(/C=N/NC(=O)c2ccccc2OCc2ccc(F)cc2)ccc1O
→ 3.7, 4, -8, -6, -7, 0, -0.5, -5, 7, 4.3
- N#C/C(=N\Nc1ccc([N+](=O)[O-])cc1)C(=N)N1CCOCC1
→ -0.7, -7, -4, 0, 12, -2, 0.2, -2, -1, 1.5
- O=C(OCC1CC(c2ccccn2)=NO1)c1ccc(Br)cc1 (centres undefined)
→ -2.0, -4, -1, -1, 2, -2, -0.4, 0, 9, -0.6
- COc1cccc(-n2cnc3sc(-c4ccccc4)cc3c2=O)c1
→ -0.8, 2, -2, 4, -2, 6, 0.0, 12, 9, 1.0
- CCOc1ccc(-c2noc(COC)n2)cc1OC
→ -0.7, -5, -1, -1, -3, 0, -0.1, 3, -4, 0.3
- CC(c1ccccc1C(O)(c1ccccc1)c1ccccc1)N(C)C (centres undefined)
→ -0.6, -1, -4, -3, -3, -4, -0.3, 14, 0, -0.1
- CN(C)C1=NCC(CSC(=N)N)S1 (centres undefined)
→ -3.3, 2, -3, -1, -13, -2, -1.0, 0, 2, 0.2
- O=C(COc1ccccc1Cl)NCCCNC(=O)c1cccnc1
→ -1.2, -3, -1, 4, -1, -2, -0.3, 1, 2, 0.4
- c1ccc(-c2nc(CSc3n[nH]c(-c4cccs4)n3)cs2)cc1
→ -0.3, -8, 4, -3, -8, -4, 0.3, -2, 0, -0.1
- O=C(Nc1ccccn1)NC1CCCCC1
→ -0.5, -4, 1, 1, -5, -9, -0.8, 4, 3, 0.2
- COc1ccc2c(c1)-c1ccccc1S(=O)(=O)N(C)C2
→ -2.1, 33, -5, 1, -6, 2, -0.6, 4, 2, -0.3
- O=C(Nc1nnc(C2=COCCO2)o1)c1cccc([N+](=O)[O-])c1
→ -2.6, -2, -4, -7, -8, 1, -0.3, 1, 7, 0.8
- Cc1c(C(=O)OCC(=O)NCCc2ccc(S(N)(=O)=O)cc2)oc2ccccc12
→ -0.9, -5, -3, -3, 2, 0, -0.4, -1, 6, 0.2
- CCn1c(SCC(=O)Nc2ccc(C(C)=O)cc2)nc2ccccc21
→ 0.3, -5, 0, -5, 4, -4, 0.6, -2, -2, 0.9
- Cc1ccc(S(=O)(=O)N(CC(=O)N2CCC(C(N)=O)CC2)Cc2ccc(F)cc2)cc1
→ -1.7, 9, -3, -2, -3, -3, -0.3, 1, -6, 0.9
- CN(C)c1cc[n+](CC(=O)Nc2ccc(Oc3ccccc3)cc2)cc1
→ -0.1, -1, -2, 0, 3, -4, -0.8, 0, 8, 0.1
- COc1ccc(NC(=O)c2ccc(CNc3c(NC4CCCCC4)c(=O)c3=O)cc2)cc1OC
→ -2.8&-1.3, -8&0, -2&-3, -2&1, 1&-12, -3&0, 0.3&-0.1, 20&15, 3&-49, 0.9&1.4
- Cn1cnnc1SCC(=O)Nc1ccccc1C(=O)NC1CCCC1
→ 0.1, -5, 0, 0, 6, -3, -0.6, 2, 9, -1.6
- CN(C)S(=O)(=O)c1cccc(NC(=O)c2cc(-c3cccs3)nn2-c2ccccc2)c1
→ 4.8, -8, 0, 10, -3, -5, 1.2, -2, -1, -1.0
- CC(C)CC1=NC(C(F)(F)F)(C(F)(F)F)c2c(n(CC(C)C)c(=O)[nH]c2=O)N1
→ -1.5, -5, -6, 0, -2, 0, -1.0, 3, -3, 0.6
- COc1ccc([C@H]2CC(=O)C[C@@H](CCn3cc(-c4ccc(F)cc4)nn3)O2)cc1
→ 0.7, ., -2, 6, -3, ., -0.5, ., -1, -0.1
- N#Cc1ccc(N/N=C/c2ccccc2)c([N+](=O)[O-])c1
→ 14, 12, -5, -5, -2, 4, -0.3, 8, 1, -0.7
- CCn1cc(C(=O)N2CCCC(CO)(Cc3ccccc3C)C2)cn1 (centres undefined)
→ -1.1, -4, -2, -3, -4, 2, 0.0, 1, 8, -0.3
- COc1ccc(-c2cc3ccc(OCC(C)=O)cc3oc2=O)cc1
→ 1.9, -2, -4, -14, -1, 0, 0.1, -16, -6, 1.0
- COc1ccccc1NC(=O)c1oc2ccccc2c1C
→ 2.6, ., -1, 7, -6, 4, -0.2, 0, 3, 0.6
- CCOC(=O)c1sc(NC(=O)C2CCC2)cc1C
→ 0.1, -7, -2, -3, 1, -1, -0.6, -2, 11, 1.5
- CN1CCN(C(=O)/C(=C/c2cn(C)c3ccccc23)NC(=O)c2ccccc2)CC1
→ -0.5, 7, -4, -1, -4, -1, 0.1, 1, 8, 3.6
- O=[N+]([O-])c1ccccc1/C=N/N1CCN(Cc2ccccc2)CC1
→ -0.8, -10, -7, -31, 3, 0, -1.3, 1, -4, 0.9
- O=C(CCC1CCCC1)Nc1ccc(OCC(=O)N2CCOCC2)cc1
→ -0.5, -1, -3, 4, -7, 0, 0.2, 3, 11, 0.6
- Cc1cc(=O)oc2cc(OCC(=O)N3CCN(c4ccc(F)cc4)CC3)c(Cl)cc12
→ 0.4, -4, -1, -3, 3, -1, -0.3, 8, 6, 0.2
- CN(C)CCCOc1ccc(-c2ccc3nncn3c2)cn1
→ 4.2, ., -8, -18, -2, 2, 0.5, 5, 9, -0.8
- O=C(ON=C1CCN(S(=O)(=O)c2ccccc2)CC1)c1cccc(Cl)c1
→ 0.7, -5, -2, -1, 2, -1, -0.2, 0, -8, 0.4
- CCOC(=O)c1sc(N)c(C#N)c1CSc1nnc(C2CC2)n1N
→ -1.1, -4, 0, 6, -8, 0, -0.3, -15, -38, 1.2
- O=S(=O)(c1ccc(Cl)nc1)N1CCN(Cc2ccc3c(c2)OCO3)CC1
→ -0.3, -6, -1, -2, 1, 4, 0.0, 0, -4, 0.6
- OCc1ccccc1N=Cc1cccnc1
→ -0.7, 2, 0, 1, 1, 2, 0.0, 1, -4, 1.2
- COc1ccc(C2CC(=O)c3c(O)cc(O)cc3O2)c(CC=C(C)C)c1OC (centres undefined)
→ 2.9, -4, 3, 10, -7, -2, -0.1, -4, 11, -0.3
- CC(C)C(=O)Nc1cc(S(=O)(=O)N2CCOCC2)ccc1N1CCCCC1
→ -0.9, -10, 1, -3, -2, 10, -0.2, 2, 9, 2.8
- O=C(c1cc(-c2ccccc2)on1)N1CCN(c2ccccc2)CC1
→ 1.1, -8, -4, 10, 5, 1, 0.0, -2, 11, 0.1
- COc1ccc(-c2csc(NC(=O)c3cc(C)on3)c2C#N)cc1OC
→ 0.3, 32, -2, -4, 5, 2, 0.7, 0, -4, 0.8
- O=C(Nc1ccccc1)NC1(C(=O)N2CCN(C(=O)c3ccco3)CC2)CCCCC1
→ -2.1, -5, -1, 0, 8, 1, 0.0, 2, 2, -1.3
- COc1ccc2cc(C(N)=O)c(=Nc3ccc(C)cc3)oc2c1
→ 1.9, -9, -2, -2, 8, -1, -0.6, 2, 7, 0.0

# Screens as filed in PubChem.
